Screening data (PubChem)
MEKK3 PB1 HTS: modulators of MEKK3-MEK5 PB1 binding, primary screen, biochemical, wildtype MEKK3, multiplex bead flow cytometry, Alexa488-MEK5. Mitogen-activated protein kinase kinase kinase 3 (Homo sapiens), Q99759. bead-based flow cytometry, Alexa488-MEK5 binding to MEKK3; actives lie on both sides; 0 = blocked by unlabeled MEK5, 100 = vehicle. binding response (% of control), % at 10 µM. actives 1.4% (n = 290,000);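 active = binding response more than 3 SD above or below the average of its plate-row segment, actives on both sides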;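 also: Alexa488 bead fluorescence after subtracting the streptavidin-only scavenger bead signal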
Target sequence (Q99759 whole entry, looked up): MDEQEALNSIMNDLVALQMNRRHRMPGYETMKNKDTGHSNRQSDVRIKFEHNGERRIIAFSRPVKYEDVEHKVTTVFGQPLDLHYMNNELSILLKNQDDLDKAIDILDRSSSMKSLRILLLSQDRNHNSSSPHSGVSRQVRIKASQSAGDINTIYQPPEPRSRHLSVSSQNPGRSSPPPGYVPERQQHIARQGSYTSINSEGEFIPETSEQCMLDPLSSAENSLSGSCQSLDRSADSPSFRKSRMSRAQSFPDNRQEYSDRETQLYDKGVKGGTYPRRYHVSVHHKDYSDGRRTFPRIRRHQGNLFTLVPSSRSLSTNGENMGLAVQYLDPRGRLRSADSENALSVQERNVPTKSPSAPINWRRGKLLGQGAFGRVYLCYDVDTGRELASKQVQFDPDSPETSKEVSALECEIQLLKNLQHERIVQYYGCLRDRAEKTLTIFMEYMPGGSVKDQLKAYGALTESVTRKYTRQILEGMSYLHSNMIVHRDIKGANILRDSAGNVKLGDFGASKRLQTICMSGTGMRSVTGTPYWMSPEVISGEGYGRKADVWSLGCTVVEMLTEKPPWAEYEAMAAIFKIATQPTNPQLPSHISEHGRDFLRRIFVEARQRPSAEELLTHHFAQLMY
PHOSPHO1 inh: PubChem AID 1565. Phosphoethanolamine/phosphocholine phosphatase (Homo sapiens), Q8TCT1. recombinant PHOSPHO1, absorbance phosphatase assay. inhibition, % at 13.3 µM. actives 1.1% (n = 290,000); in the data active = inhibition above about 60%
Target sequence (Q8TCT1 whole entry, looked up): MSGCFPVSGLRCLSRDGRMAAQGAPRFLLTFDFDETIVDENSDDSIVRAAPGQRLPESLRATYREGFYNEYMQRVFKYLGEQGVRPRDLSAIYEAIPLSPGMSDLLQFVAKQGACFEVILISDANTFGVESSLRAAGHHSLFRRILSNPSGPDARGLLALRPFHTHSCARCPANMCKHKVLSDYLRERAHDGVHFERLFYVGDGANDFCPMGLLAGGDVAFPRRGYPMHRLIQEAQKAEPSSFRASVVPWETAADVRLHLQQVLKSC
p-CIP stab down: p/CIP-EGFP fusion destabilizers, primary screen, fluorescence, F442A cells. AID 1984, 2009. decrease of EGFP signal, % at 10 µM. Q05BA5. 16 h. actives 0.01% (n = 290,000);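 active = EGFP signal decrease of at least 30% at 10 µM or well 3 SD below plate mean, unless failing retest; inactive = the rest, including hits failing retest or dose response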; also: some compounds called inactive have numbers as strong as hits; many of its hits are not listed in these tables
IDE cell activ: human IDE activators in live cells, primary screen, fluorescence polarization, HEK cells, FAbeta-B substrate. Insulin-degrading enzyme (Homo sapiens), P14735. FAbeta-B cleavage; 0% vehicle, 100% cell-free pure enzyme wells. activation, % at 5.96 µM. actives 0.073% (n = 340,000). AID 493087, 2011;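 active = activation above the mean of all tested compounds plus 3 SD, set per screening campaign, cut at about 17% in these data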
HCV NS3 hel inh: inhibitors of HCV NS3 helicase, primary screen, biochemical, Cy5 molecular beacon fluorescence | NS3 helicase DNA unwinding | Hepatitis C virus NS3 helicase | inhibition, % at 10.9 µM | actives 0.56% (n = 290,000);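 active = inhibition above the mean of all tested compounds plus 3 SD, set per campaign, cut at about 35% in these data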;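 also: 0% = DMSO wells and 100% = thioflavine S control wells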
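System: NS3 helicase fragment of HCV / Schedule: 1 h at 25 °C / Control set: DMSO alone as 0% and 110 µM thioflavine S as 100% / Reagent: Cy5/quencher beacon DNA duplex and ATP to start / Technique: Cy5 fluorescence / Replication: singlicate / Evaluation: % inhibition of end-to-start signal ratio versus controls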
IMP-1 inh: IMP-1 metallo-beta-lactamase inhibitors, primary screen, biochemical, epi-absorbance readout, Pseudomonas aeruginosa enzyme; metallo-beta-lactamase IMP-1 (Pseudomonas aeruginosa); purified IMP-1, nitrocefin hydrolysis, epi-absorbance fluorescence; inhibition, % at 5.6 µM; actives 0.45% (n = 290,000);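 active = inhibition above the mean plus 3 SD of all compounds in the same screening run, cut at about 4.5% in these data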;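 also: 0% = IMP-1 with DMSO and 100% = DMSO wells lacking enzyme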
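System: purified IMP-1; amount: IMP-1 0.2 nM before substrate addition; compound: single dose, 5.6 µM; times: 25 °C, 15 min preincubation, 25 min reaction; signal: Epi-absorbance via hydrolysed-nitrocefin quenching of white-plate fluorescence, 480/530 nm, EDTA stop; benchmarks: DMSO with and without IMP-1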
VIM-2 inh: VIM-2 metallo-beta-lactamase inhibitors, primary screen, biochemical, epi-absorbance readout, Pseudomonas aeruginosa enzyme; purified VIM-2, nitrocefin hydrolysis, epi-absorbance fluorescence; inhibition, % at 5.6 µM; actives 0.89% (n = 290,000);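 active = inhibition above the mean of all tested compounds plus 3 SD, cutoff set per screening run, cut at about 7.5% in these data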;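 also: red hydrolysis product quenches plate fluorescence so inhibitors raise well fluorescence; 0% = enzyme with DMSO and 100% = DMSO without enzyme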
DNA FID counter: compounds displacing fluorescent DNA intercalator, primary screen, artefact control for HCV NS3 helicase inhibitor project, biochemical, FID fluorescence | DNA fluorescent intercalator displacement | inhibition, % at 7.9 µM | actives 0.17% (n = 290,000) | AID 1845, 2009; in the data active = inhibition above about 37%;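 also: 0% = vehicle and 100% = reference compound; higher means more ethidium bromide displaced from hairpin DNA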
SUMO HTRF inh: inhibitors of in vitro SUMOylation cascade, primary screen, biochemical, HTRF, uHTS. HTRF SUMOylation assay, SAE1/SAE2 + UBC9. AID 2006, 2009. SUMO-conjugating enzyme UBC9 (Homo sapiens), P63279. actives 0.36% (n = 290,000). inhibition, % at 35 µM; in the data active = inhibition above about 50%, passing the limit was not always enough; also: strong numbers were not always called active
Target sequence (P63279 whole entry, looked up): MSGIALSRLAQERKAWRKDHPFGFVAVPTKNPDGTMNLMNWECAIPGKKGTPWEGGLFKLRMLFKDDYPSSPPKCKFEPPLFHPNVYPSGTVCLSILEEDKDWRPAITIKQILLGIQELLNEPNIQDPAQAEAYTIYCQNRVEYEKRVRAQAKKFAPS
* marks the source's active call; other numbers are inactive results; x = not tested or not shown; & = joins results of further samples. An excerpt; count on the stated rates, not on these rows.

SMILES	MEKK3 PB1 HTS	PHOSPHO1 inh	p-CIP stab down	IDE cell activ	HCV NS3 hel inh	IMP-1 inh	VIM-2 inh	DNA FID counter	SUMO HTRF inh
C/C(N)=C(/C#N)C(=O)CSc1nc2ccccc2c(=O)n1Cc1ccc(C)cc1	101	-12	9	2	1	-5.5	-5.2	1	0
CC(C)c1ccc(/C=N/n2nnnc2Nc2ccccc2)cc1	105	-2	6	2	0	-5.2	-1.5	-1	6
O=C(N1CCC(n2nc(-c3ccccc3)oc2=O)CC1)C1(c2ccccc2)CC1	97	27	-18	10	-3	1.2	0.6	-36	0
CN(CC(=O)Nc1ccccc1Cl)C(=O)COC(=O)Cc1ccc(F)cc1	105	43	7	1	-14	-2.6	-1.4	-17	4
Cc1cccc(C)c1OCC(=O)N/N=C/c1ccncc1	119	-4	-6	6	9	-2.6	-2.5	-6	15
CCC(C)(C)NC(=O)CN(Cc1ccc(OC)cc1)C(=O)CCC(=O)Nc1nccs1	101	32	-6	0	15	-4.1	-4.5	-36	-4
CN(C)N1C(N)=C(C#N)C(c2cccc([N+](=O)[O-])c2)C2=C1CC(C)(C)CC2=O (configuration not stated)	104	14	-6	-1	-6	-1.9	-1.4	-18	0
Cc1cc2[nH]c(=O)c3ccccc3n2n1	104	22	-8	4	1	0.2	0.4	-4	23
O=C(CSCc1ccc(Cl)cc1)Nc1ccc2c(c1)OCO2	107	21	6	3	2	-4.5	-4.1	-5	1
Cc1ccc(-c2[nH]ncc2C(=O)c2ccccc2C)c(O)c1	101	31	1	4	6	-3.6	-3.4	-15	-11
COc1ccc2oc(C(=O)OCC(=O)NC(C)c3ccccc3)c(C)c2c1 (configuration not stated)	108	12	-6	2	-5	-2.1	-4.1	-28	16
Nc1cc(-c2ccc(Br)cc2)nn1S(=O)(=O)c1ccccc1	107	-1	-6	-2	3	-5.4	-2.2	-2	4
CCOC(=O)C(/C=C(\C#N)C(=O)OCC)=C(/N)N1CCN(c2c(C)cccc2C)CC1	106	1	-12	-2	-7	-3.9	-1.5	-1	25
CCOCc1nc(C)c(Cl)c(NS(=O)(=O)c2ccc(N)cc2)n1	100	-10	-7	3	-1	0.1	-4.3	-1	3
C=CCn1c(SCC(=O)Nc2c(C)cccc2C)nnc1-c1ccncc1	100	34	-2	3	0	-5.1	-1.1	-6	12
CS(=O)(=O)c1cccc(NC(=O)c2ccc(Cl)c(Cl)c2)c1	97	39	-3	1	4	-2.1	-0.2	-2	6
COc1ccc(CNC(=O)C2CCCN(S(=O)(=O)c3cccc4nsnc34)C2)cc1 (configuration not stated)	101	31	-9	3	-5	-1.7	-1.3	-27	5
Cc1nn(C(=O)c2cc3sccc3[nH]2)c(C)c1C	101	-2	-4	-2	-10	-0.6	-1.5	-7	4
CN(C)c1ccc(C(C(=O)NC2CCCC2)N(C(=O)c2ccco2)C2CC2)cc1 (configuration not stated)	98	14	-6	5	4	-1.1	-2.7	-26	16
CCn1ncc(CN2CCN(Cc3ccc(OC)c(C)c3C)C(CCO)C2)c1C (configuration not stated)	101	36	1	1	-7	-1.2	-1.6	3	4
O=C(CN1C(=O)C2C3C=CC(C3)C2C1=O)NCCC1=CCCCC1 (configuration not stated)	95	25	-3	3	-1	-0.6	-0.3	-4	12
CCOC(=O)C1=C(c2ccccc2)OC(N)=C(C#N)C1c1ccc(Cl)s1 (configuration not stated)	106	-5	-15	4	20	-0.3	-0.4	-20	-15
COc1ccc(-c2csc(N(CCCN(C)C)C(=O)c3cccs3)n2)cc1	110	16	-3	2	-54	-2.5	-2.6	14	0
CCN1CCN(C(=O)c2ccccc2N(Cc2ccccc2)S(=O)(=O)c2ccc(OC)cc2)CC1	102	-29	2	5	-43	-3.7	-1.5	8	11
CN(CCc1ccccc1)C1CCCN(C(=O)Cn2cccn2)C1 (configuration not stated)	100	31	1	-1	10	-4.0	-2.5	-6	-4

More records.
SMILES	MEKK3 PB1 HTS	PHOSPHO1 inh	p-CIP stab down	IDE cell activ	HCV NS3 hel inh	IMP-1 inh	VIM-2 inh	DNA FID counter	SUMO HTRF inh
C/C(N)=C(/C#N)C(=O)CSc1n[nH]c(-c2ccccc2Br)n1	111	51	-26	6&5	4	-7.2	-0.4	1	18
NC(=O)COC(=O)c1ccc(-c2ccccc2)cc1	101	-34	4	-6	1	-1.7	-0.4	2	-10
N#CCSc1nnc(COc2cccc3ccccc23)n1-c1cccc(Cl)c1	103	-2	-14	1	-4	-4.5	-1.6	-10	-9
O=C(NCc1ccc(Cl)c(Cl)c1)c1ccco1	109	-4	-8	-4	7	-0.4	-1.4	1	-4
Cc1ccccc1Cn1cc(NC(=O)c2cc(-c3ccco3)on2)cn1	95	-10	2	-8	-6	-2.4	1.3	-22	17
CCC(=O)NNC(=O)CCC(=O)Nc1ccccc1	x	46	-11	x	1	-2.7	-2.9	-5	16
O=C(Nc1cccc(O)c1)c1cccc(C(=O)Nc2cccc(O)c2)c1	106	34	-1	4	2	-0.8	-1.3	-6	-8
Cc1ccc(C)c(S(=O)(=O)C(C#N)c2nc3ccccc3nc2N2CCCC2)c1 (configuration not stated)	94	72*	-17	4	6	-5.1	-2.3	-1	99
CCOc1ccc(C(=O)C[n+]2cccc3cc(C)ccc32)cc1	90	x	-2	0	-4	-1.1	-1.4	9	-6
COc1cc(C)ccc1S(=O)(=O)n1nc(C)cc1C	101	52	-7	-1	7	-0.4	-1.6	-8	18
CC(C)(C)c1ccc(S(=O)(=O)N2CCN(C3CCCC3)CC2)cc1	101	43	-9	1	1	-2.0	-4.5	-7	14
O=C(CSc1nnc(-c2cccc(Cl)c2)o1)Nc1ccc2c(c1)OCCO2	98	-1	-13	-5	4	-4.4	-3.0	-1	16
COCCn1c(SCC(=O)NC2CCCC2)nc2c(c1=O)SCC2	105	-5	-9	4	0	1.1	-0.6	-5	18
CCN(CC)CC(=O)N1c2ccccc2CCc2ccc(NC(=O)c3cc(OC)c(OC)c(OC)c3)cc21	99	16	-4	1	-21	-2.3	-0.3	12	6
CN(C(=O)C(Cl)Cl)C1CC2C=CC1C2 (configuration not stated)	101	12	-1	6	-2	-2.8	-2.8	3	3
Fc1ccccc1OCCCCn1cncn1	104	5	7	1	-9	-1.4	-0.5	0	-35
Cc1cc(CSCc2ccc(Cl)cc2)no1	105	x	-11	3	2	-0.9	-1.4	-6	20
Cc1c(C(=O)NCC2COc3ccccc3O2)oc2ccc(S(=O)(=O)N(C)C3CCCCC3)cc12 (configuration not stated)	111	3	-7	2	4	-3.6	-3.4	-1	-10
O=C(O)c1ccc(CSc2nc3ccc(N4C(=O)C5C6C=CC(C6)C5C4=O)cc3s2)cc1 (configuration not stated)	101	-8	-8	-2	14	-3.2	-1.4	-38	4
O=S(=O)(NC1CCCCCCC1)c1ccccc1F	97	28	-18	4	2	-2.8	-4.3	-19	10
CCN(CC(=O)Nc1ccccc1C(F)(F)F)C(=O)CCc1ccccc1	103	32	-4	3	3	-1.2	-2.8	-25	4
N#Cc1ccc(C(=O)CSc2nnc(-c3ccc(C(F)(F)F)cn3)s2)cc1	97	-138	-7	-8	3	-2.0	-1.6	-5	5
CCOC(=O)N1CCC(NC(=O)C2CCC(CNS(=O)(=O)c3ccc(OC)cc3)CC2)CC1 (configuration not stated)	95	15	4	6	-6	-4.3	-1.9	2	25
Cc1noc2ncnc(Oc3cc(Cl)ccc3Cl)c12	97	37	12	0	8	1.7	2.2	3	9
COCCn1ccc(O)c(Cc2ccccc2)c1=O	108	1	-17	-2	4	-3.2	-1.2	1	12

Quoted at random: 4 entries already listed.
SMILES	MEKK3 PB1 HTS	PHOSPHO1 inh	p-CIP stab down	IDE cell activ	HCV NS3 hel inh	IMP-1 inh	VIM-2 inh	DNA FID counter	SUMO HTRF inh
O=S(=O)(NC1CCCCCCC1)c1ccccc1F	97	28	-18	4	2	-2.8	-4.3	-19	10
Cc1noc2ncnc(Oc3cc(Cl)ccc3Cl)c12	97	37	12	0	8	1.7	2.2	3	9
Fc1ccccc1OCCCCn1cncn1	104	5	7	1	-9	-1.4	-0.5	0	-35
COCCn1c(SCC(=O)NC2CCCC2)nc2c(c1=O)SCC2	105	-5	-9	4	0	1.1	-0.6	-5	18

Ordered by value in p-CIP stab down (lowest first): 3 of the compounds above
| structure | p-CIP stab down |
| --- | --- |
| O=C(CN1C(=O)C2C3C=CC(C3)C2C1=O)NCCC1=CCCCC1 (configuration not stated) | -3 |
| Cc1ccccc1Cn1cc(NC(=O)c2cc(-c3ccco3)on2)cn1 | 2 |
| Cc1noc2ncnc(Oc3cc(Cl)ccc3Cl)c12 | 12 |

(more compounds)
SMILES	MEKK3 PB1 HTS	PHOSPHO1 inh	p-CIP stab down	IDE cell activ	HCV NS3 hel inh	IMP-1 inh	VIM-2 inh	DNA FID counter	SUMO HTRF inh
O=C(Nc1ccc([N+](=O)[O-])cc1)Nc1ccc2[nH]c(=O)[nH]c2c1	101	-26	0	1	3	-1.0	-2.1	7	37
O=C(CNC(=O)c1ccc(S(=O)(=O)N2CCCC2)cc1)N/N=C/c1ccco1	101	32	-11	5	-25	-1.9	-3.4	-6	2
Cc1ccccc1NC(=O)CC(O)(C(F)(F)F)C(F)(F)F	97	9	-2	7	-1	-0.3	0.7	3	15
Nc1ccccc1C(=O)NCc1ccc(Cl)cc1	103	-7	3	4	-2	-1.0	-3.0	0	-1
COc1cc2c(cc1OC)CN(CC(=O)Nc1ccc(Cl)cc1Cl)CC2	100	x	-1	-4	-17	-0.4	3.8	-4	-7
Nc1cc(-c2ccccc2)nn1S(=O)(=O)c1ccc(Br)cc1	110	-9	-10	0	0	-0.2	-1.7	-6	0
CC(CC(=O)NNC(=O)c1cccc(Cl)c1)c1ccccc1 (configuration not stated)	101	19	4	0	-1	1.0	-4.0	-7	-5
O=[N+]([O-])c1cc(-c2cnc3ccccc3n2)ccc1Oc1ccc(Br)cc1	106	-22	-14	0	6	-3.1	-8.1	4	-12
CC(=O)Nc1ccc(S(=O)(=O)NC2CC3CCC2C3)cc1 (configuration not stated)	112	39	7	1	7	-2.2	-0.9	-4	12
COCC1CCCC1OS(N)(=O)=O (configuration not stated)	106	-2	-1	2	-1	-0.3	-0.3	-1	10
O=C(CSc1cccc[n+]1[O-])Nc1cc(S(=O)(=O)N2CCOCC2)ccc1Cl	99	14	-5	1	0	-1.5	-0.6	-5	17
O=C(c1ccc2[nH]ccc2c1)N1CCCC(Nc2ccccc2)C1 (configuration not stated)	101	-1	7	6	-9	-0.8	-0.7	-14	12
O=C(NC1CCN(S(=O)(=O)c2ccccc2)CC1)c1cccc(F)c1	98	45	4	3	-1	-0.5	2.7	-16	2
Cc1cs/c(=N\N=C\c2ccccc2)n1Cc1ccco1	100	-6	-2	4	-2	-2.0	0.3	-5	1
